# inhibitors of VEEV – inhibitors of VEEV TC-83 cytopathic effect, confirmation, Vero cells (AID 588727); 350,000 tested, 0.13% active; Vero cells, VEEV TC-83 cytopathic effect inhibition; higher % means a stronger effect; inhibition, % at 20 µM, or IC50 in µM where a hit was titrated; in the data active = a potency from the dose series; inconclusive = inhibition mostly from about 14% at the one dose, without a potency; inactive = the rest, 99 in 100 with inhibition below about 12%; also: strong numbers were not always called active
# Numbers without * were called inactive; i = inactive; ? = inconclusive. Only part of the results is shown; rates above refer to the full screens.
SMILES,inhibitors of VEEV
O=C(CCCN1C(=O)/C(=C\c2cccc(Br)c2)SC1=S)Nc1ccc(C(=O)O)cc1,0.4%
COc1ccc(CNC(=O)C2CCN(S(=O)(=O)c3ccc4nc5c(c(C(=O)O)c4c3)CCCC5)CC2)cc1,0.3%
O=C1CCCN1c1ccc([N+](=O)[O-])cc1,0.6%
O=S(=O)(Nc1ccccc1N1CCCC1)c1ccccc1C(F)(F)F,i
O=C(Nc1ccc([N+](=O)[O-])cc1)c1cccc([N+](=O)[O-])c1,0.7%
Cc1onc(-c2ccccc2)c1C(=O)NC1CCCCC1C (configuration not stated),i
CCCCCCN1C[C@@H](n2cc(-c3ccc(F)cc3)nn2)[C@H](O)C[C@@H]1c1ccccc1,i
COc1ccccc1CNCc1ccc2c(c1)OCO2,i
NC(=O)c1ccsc1NC(=O)COC(=O)CCc1ccccc1,3.3%
CC(C)(C)NC1=NCCNC(c2ccccc2)=C1,0.1%
O=C(Nc1nnc(-c2ccco2)o1)c1ccc(S(=O)(=O)N2CCCCC2)cc1,10.7%
COc1cc(C(C)=O)ccc1OCC(=O)Nc1ccc(S(=O)(=O)N2CCCCC2)cc1,6.1%
CC(=O)N1CCOC12CCN(Cc1ccccc1)CC2,0.9%
CCCCN1C(=O)C(CC(=O)NCc2cccc3ccccc23)CC(C(=O)N(C)C)=C1C (configuration not stated),0.1%
Cc1cc(C(=O)N2CCc3ccccc32)ccc1[N+](=O)[O-],1.7%
CCCn1c(=S)[nH]c2cc(C(=O)N3CCN(c4ccc(F)cc4)CC3)ccc2c1=O,0.3%
CCc1cc(C(=O)Nc2cc(S(=O)(=O)N3CCCCC3)ccc2N2CCN(C)CC2)sc1C,1.6%
CC1CCCCN1CCNC(=O)c1ccc2c(c1)N(Cc1cccc(Cl)c1)C(=O)c1ccccc1S2(=O)=O (configuration not stated),9.5%
COc1ccc(C=C2SC(=S)N(CCCN3CCOCC3)C2=O)c(OC)c1,?
CC1C(=O)N(Cc2cn(CC3CCCCC3)nn2)CCS(=O)(=O)N1Cc1ccc(-c2ccncc2)cc1 (configuration not stated),2.8%
COC(=O)c1ccc(COC(=O)C2CCN(S(=O)(=O)c3c(C)cc(C)cc3C)CC2)o1,0.9%
CC(=O)NCC1(c2ccccc2)CCN(CCCC(=O)c2ccc(F)cc2)CC1,i
CCc1ccc(NC(=O)c2cc(S(=O)(=O)N3CCCC3)ccc2F)cc1,2.4%
CC(C)=CC(=O)N1CCC(Oc2cccc(C(=O)NCc3ccccn3)c2)CC1,i
O=C(CSc1nc2ccccc2c(=O)n1-c1ccc(F)cc1F)NC1CC1,1.2%

# 5 structures from above, ordered by formula weight, largest number first:
SMILES,inhibitors of VEEV
COC(=O)c1ccc(COC(=O)C2CCN(S(=O)(=O)c3c(C)cc(C)cc3C)CC2)o1,0.9%
COc1ccc(C=C2SC(=S)N(CCCN3CCOCC3)C2=O)c(OC)c1,?
O=S(=O)(Nc1ccccc1N1CCCC1)c1ccccc1C(F)(F)F,i
CC(=O)N1CCOC12CCN(Cc1ccccc1)CC2,0.9%
O=C1CCCN1c1ccc([N+](=O)[O-])cc1,0.6%

# (continued)
SMILES,inhibitors of VEEV
COc1ccc(N2CCN(C(=O)COC(=O)CC(NC(N)=O)c3ccc(Cl)cc3)CC2)cc1 (configuration not stated),0.7%
CCOC(=O)c1cnn2c(SC)ncnc12,0.4%
c1ccc(C2(NC3=NCCO3)CCCCC2)cc1,i
O=C1NC(Cc2ccc(O)cc2)c2nc3ccc(Cl)cc3c(=O)n2-c2cc3ccccc3cc21 (configuration not stated),6.0%
Cn1c(/N=C(\N)c2ccccc2)nc2ccccc21,i
COC(=O)[C@H](CC(C)C)NS(=O)(=O)c1ccc(F)cc1Br,1.0%
CN1CCC(OC2c3ccccc3CCc3ccccc32)CC1,i
C[C@H](NC(=O)c1ncn2c1c(=O)[nH]c1ccccc12)c1ccccc1,1.5%
COc1ccc(CN2CCN(C(=O)c3ccccc3C(=O)c3ccccc3)CC2)cc1F,i
Cc1cccc(C(=O)OCC(=O)Nc2sccc2C(N)=O)c1C,0.9%
C[C@H](CO)N1C[C@H](C)[C@@H](CN(C)S(=O)(=O)c2cn(C)cn2)OCc2cnnn2CCCC1=O,11.6%
Cn1c(N)c(C(=O)COC(=O)C2Cc3ccccc3CN2S(C)(=O)=O)c(=O)n(C)c1=O (configuration not stated),i
Cc1ccc2c(=O)n3c(nc2c1)C(C)NC(=O)c1cccnc1-3 (configuration not stated),i
O=[N+]([O-])c1cc2ccccc2c(O)c1O,0.5%
Cc1nnc(Cc2ccco2)c2n[nH]c(C)c12,i
COc1ccc(C2C3C=CC(C3)C2C(=O)O)cc1 (configuration not stated),i
CCOc1ccc(NC(=O)CN(C)C(=O)CCCNC(=O)c2ccc(Cl)cc2)cc1OCC,0.9%
Cc1ccc(OC(=O)N(C)C[C@@H]2OCc3cnnn3CCCC(=O)N([C@@H](C)CO)C[C@H]2C)cc1,1.2%
C[C@H](CO)N1C[C@H](C)[C@H](CN(C)S(=O)(=O)c2ccc(Oc3ccccc3)nc2)OCc2cnnn2CCCC1=O,i
Cc1ccc(S(=O)(=O)N2C[C@@H](C)[C@]3(C2)[C@H](O)[C@H](OC(=O)NC2CC2)C[C@H]2C(=O)N(c4ccccc4)C(=O)[C@H]23)cc1,11.5%
Cc1csc(=O)n1CCC(=O)OCC(=O)N(C)c1c(N)n(Cc2ccccc2)c(=O)[nH]c1=O,3.9%
O=C(Nc1ccc(NC(=O)c2ccccc2)c2ccccc12)c1ccccc1,5.6%
COc1cc([N+](=O)[O-])c(C)cc1NC(=O)c1ccc(OC)c(OC)c1,6.3%
Cc1c(NC(=O)COC(=O)c2cccc(F)c2)c(=O)n(-c2ccccc2)n1C,i
C[C@H]1CN([C@@H](C)CO)S(=O)(=O)c2ccc(C#Cc3ccccn3)cc2O[C@H]1CN(C)Cc1ccc(F)cc1,0.7%

# As a short view, some entries already given.
SMILES,inhibitors of VEEV
O=C(Nc1nnc(-c2ccco2)o1)c1ccc(S(=O)(=O)N2CCCCC2)cc1,10.7%
COc1cc(C(C)=O)ccc1OCC(=O)Nc1ccc(S(=O)(=O)N2CCCCC2)cc1,6.1%
CC(=O)N1CCOC12CCN(Cc1ccccc1)CC2,0.9%
CCCCN1C(=O)C(CC(=O)NCc2cccc3ccccc23)CC(C(=O)N(C)C)=C1C (configuration not stated),0.1%
Cc1cc(C(=O)N2CCc3ccccc32)ccc1[N+](=O)[O-],1.7%
CCCn1c(=S)[nH]c2cc(C(=O)N3CCN(c4ccc(F)cc4)CC3)ccc2c1=O,0.3%

# The listing picks up, starting five compounds before the break.
SMILES,inhibitors of VEEV
Cc1csc(=O)n1CCC(=O)OCC(=O)N(C)c1c(N)n(Cc2ccccc2)c(=O)[nH]c1=O,3.9%
O=C(Nc1ccc(NC(=O)c2ccccc2)c2ccccc12)c1ccccc1,5.6%
COc1cc([N+](=O)[O-])c(C)cc1NC(=O)c1ccc(OC)c(OC)c1,6.3%
Cc1c(NC(=O)COC(=O)c2cccc(F)c2)c(=O)n(-c2ccccc2)n1C,i
C[C@H]1CN([C@@H](C)CO)S(=O)(=O)c2ccc(C#Cc3ccccn3)cc2O[C@H]1CN(C)Cc1ccc(F)cc1,0.7%
COC(=O)C[C@H]1C[C@@H]2c3cc(NC(=O)NC4CCCC4)ccc3O[C@@H]2[C@@H](CO)O1,0.8%
COCOCCn1cc(CN2CCS(=O)(=O)N(Cc3ccc(-c4cccc(CO)c4)cc3)C(C(C)C)C2=O)nn1 (configuration not stated),1.3%
N#CC1C(=O)Nc2cccnc21 (configuration not stated),2.0%
FC(F)(F)C(F)(F)C(F)(F)c1nc2nc(Cl)c(Cl)nc2[nH]1,0.9%
C(#CSCc1ccccc1)SCc1ccccc1,3.1%
C[C@H]1CN([C@@H](C)CO)C(=O)CCCn2nncc2CO[C@@H]1CN(C)S(=O)(=O)c1cccc(C#N)c1,1.7%
CSc1ncccc1C(=O)OC(C)C(=O)Nc1ccc2c(c1)OCCO2 (configuration not stated),2.2%
CC(CO)NS(=O)(=O)c1cccc(Cl)c1F (configuration not stated),1.4%
O=C(Nc1ccccc1[N+](=O)[O-])OCC=Cc1ccccc1,i
CCCCCCNC(=O)O[C@H]1C[C@@H]2C(=O)N(c3ccccc3)C(=O)[C@@H]2[C@@H]2CN(S(=O)(=O)c3ccc(C)cc3)C[C@]12O,i
C[C@@H]1CN([C@@H](C)CO)C(=O)CCCn2nncc2CO[C@H]1CN(C)Cc1ccc(C(F)(F)F)cc1,i
COc1ccc(CCN2CC(C(=O)NCc3cccc(F)c3)CCC2=O)cc1 (configuration not stated),0.3%
Cc1c(Cl)cccc1N=C1NC(=O)CS1,0.7%
C[C@H](NC(=O)c1ccccc1)C(=O)OCC(=O)Nc1ccc(Cl)cn1,0.3%

# Screening data as filed in PubChem BioAssay.
